AGP1-GFP MLPCN = yeast TOR pathway AGP1-GFP modulation; S. cerevisiae AGP1-GFP multiplex flow cytometry, 3 h; GFP as percent of DMSO wells; GFP response vs DMSO, % at 10 µM; hit rate 0.02% among 320,000; AID 2066;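 active means GFP response relative to DMSO above a set limit, near screen average plus 3 SD, cut at about 150% in these data; inconclusive means fewer than 70 cells counted for the yeast strain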;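 further: median GFP channel fluorescence of the gated AGP1 strain per well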
MEX-5 binding = C. elegans MEX-5 TCR-2 RNA binding activity. Q9XUB2. MEX-5/FITC-TCR2 RNA binding, fluorescence polarization; hits give low values. activity score (negative = inhibition of binding), % at 10 µM. hit rate 0.38% among 300,000;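 active means inhibition past about -25% in most replicates, and total fluorescence under double the plate's negative control median, limit read from the data; inconclusive means replicates evenly split on the limit, or fluorescence at least double controls; inactive means too little inhibition in most replicates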;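 further: 0% = DMSO and -100% = 5 µM competing unlabeled TCR2 RNA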
MCL1-BIM inh = MCL1-BIM-BH3 interaction inhibition (human). Q07820. GST-MCL1 / FITC-Bim-BH3 fluorescence polarization. inhibition, % at 10.9 µM. hit rate 0.68% among 320,000;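 active means inhibition above the mean inhibition of all tested compounds plus 3 SD, set per campaign, cut at about 40% in these data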;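 further: 0% = DMSO wells and 100% = unlabeled Bim-BH3 peptide control; higher means more loss of mP so more displacement of Bim peptide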
Target sequence (Q07820 whole entry, looked up): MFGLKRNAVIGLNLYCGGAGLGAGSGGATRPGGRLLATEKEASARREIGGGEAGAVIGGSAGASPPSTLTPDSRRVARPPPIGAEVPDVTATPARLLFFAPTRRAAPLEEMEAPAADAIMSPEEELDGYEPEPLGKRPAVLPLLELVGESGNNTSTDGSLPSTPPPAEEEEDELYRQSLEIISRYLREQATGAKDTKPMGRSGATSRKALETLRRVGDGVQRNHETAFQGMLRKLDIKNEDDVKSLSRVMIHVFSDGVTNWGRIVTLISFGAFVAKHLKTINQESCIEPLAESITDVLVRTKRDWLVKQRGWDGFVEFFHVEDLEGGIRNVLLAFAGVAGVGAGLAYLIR
VLA-4 inh = inhibition in a human VLA-4 binding assay; P13612; VLA-4 expressing cells, ligand binding flow cytometry; inhibition, % (about 7 µM as worked out from the volumes in the protocol); hit rate 0.2% among 330,000; in the data active means inhibition above about 50%
CIT2 TOR yeast = modulators of TOR pathway CIT2-GFP in S. cerevisiae; S. cerevisiae CIT2-GFP strain, flow cytometry, 3 h; 100 means same as DMSO wells; GFP response vs DMSO, % at 10 µM; hit rate 0.065% among 320,000;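 active means GFP response relative to DMSO above a set limit, near the screen mean plus 3 SD, cut at about 150% in these data; inconclusive means Fewer than 70 cells measured for a yeast strain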;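 further: ratio of well median GFP fluorescence to mean of DMSO wells on the plate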
GRK2 inh = blocks RNA aptamer binding to human GRK2; P25098; inhibition of aptamer binding, % at 10 µM; bead flow cytometry, FAM-aptamer displacement from GRK2; hit rate 0.59% among 330,000;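 active means inhibition of aptamer binding above 40%, roughly 3 SD of noise, on plates passing a quality check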;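 further: median bead fluorescence of bound FAM aptamer so fluorescent compounds give negative values; no value below 0 was filed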
Fam108B inh = Fam108B inhibition, counter-screen for RBBP9 inhibitors. recombinant Fam108B, FP-Rh probe fluorescence polarization. inhibition, % at 9.51 µM. hit rate 0.33% among 300,000. AID 1947;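 active means inhibition above the screen mean inhibition plus 3 SD, computed separately per campaign, cut at about 18% in these data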;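 further: inhibitors lower polarization as less probe binds the enzyme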
BCLXL inh = inhibitors of human Bcl-xL; Q07817; GST-Bcl-xL / FITC-Bim BH3 peptide fluorescence polarization; inhibition, % at 10.9 µM; hit rate 0.7% among 320,000;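 active means inhibition above the mean of all tested compounds plus 3 SD, cutoff set per campaign, cut at about 30% in these data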;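 further: 0% = DMSO wells and 100% = unlabeled Bim-BH3 peptide competitor; inhibitors lower millipolarization by displacing the labeled peptide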
Target sequence (Q07817 whole entry, looked up): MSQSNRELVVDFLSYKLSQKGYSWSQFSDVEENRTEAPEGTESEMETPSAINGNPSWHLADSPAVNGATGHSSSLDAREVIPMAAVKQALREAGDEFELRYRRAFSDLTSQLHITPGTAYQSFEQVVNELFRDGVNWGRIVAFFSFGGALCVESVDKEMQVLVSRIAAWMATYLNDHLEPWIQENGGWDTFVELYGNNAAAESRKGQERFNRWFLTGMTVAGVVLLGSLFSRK
GLD-1 TGE inh = GLD-1-TGE RNA interaction inhibition (C. elegans). Q17339. purified GLD-1 + fluorescein TGE RNA, fluorescence polarization. inhibition, % at 5.96 µM. hit rate 0.44% among 320,000. AID 2280;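 active means percent inhibition above a per-plate cutoff, the plate mean of test compounds plus 3 SD, cut at about 30% in these data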;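 further: 0% = DMSO wells with GLD-1 and probe and 100% = wells lacking GLD-1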
Target sequence (Q17339 whole entry, looked up): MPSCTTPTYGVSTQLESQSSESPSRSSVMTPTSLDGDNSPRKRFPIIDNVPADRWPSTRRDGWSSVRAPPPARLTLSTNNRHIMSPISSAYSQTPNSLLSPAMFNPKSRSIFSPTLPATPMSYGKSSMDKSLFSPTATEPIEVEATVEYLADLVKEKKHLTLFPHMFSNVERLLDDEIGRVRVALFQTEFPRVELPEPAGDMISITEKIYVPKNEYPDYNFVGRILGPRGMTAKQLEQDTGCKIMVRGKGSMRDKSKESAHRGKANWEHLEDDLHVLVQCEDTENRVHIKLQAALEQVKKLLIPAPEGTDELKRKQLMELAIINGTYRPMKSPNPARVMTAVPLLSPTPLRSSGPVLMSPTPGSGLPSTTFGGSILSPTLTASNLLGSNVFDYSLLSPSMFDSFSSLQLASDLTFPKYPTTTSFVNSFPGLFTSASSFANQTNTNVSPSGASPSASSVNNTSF
* marks the source's active call; other numbers are inactive results; ? = inconclusive; / = no result given; [ ] = remark or other dose. Random draw from the library; 2.2% or so of the library scored in one or more.

SMILES | AGP1-GFP MLPCN | MEX-5 binding | MCL1-BIM inh | VLA-4 inh | CIT2 TOR yeast | GRK2 inh | Fam108B inh | BCLXL inh | GLD-1 TGE inh
O=C(O)CCCC(=O)Nc1ccccc1C(=O)N1CCCC1 | 104 | -3.2 | 7 | -1 | 102 | 1 | -2 | 7 | -8
Cn1nnnc1SCCNCc1ccncc1 | 102 | -2.3 | -2 | 3 | 103 | 0 | 0 | 5 | 2
Cc1cc(Cl)c(S(=O)(=O)N2CC(C)OC(C)C2)cc1OCC(N)=O (centres undefined) | 106 | 0.8 | 5 | -4 | 92 | 0 | 0 | 6 | 11
Cc1[nH]nc(-c2ccc(OCc3cnn(-c4ccccc4)c3)cc2O)c1Oc1ccc(Cl)cc1 | 99 | -0.1 | 0 | 5 | / | 3 | -5 | -2 | 8
O=C(CSc1nnc(-c2ccncc2)o1)Nc1ccccc1C(F)(F)F | 103 | 0.4 | 3 | -10 | 114 | 4 | 0 | 2 | 0
O=C(COC(=O)Cc1ccccc1F)Nc1ccccc1[N+](=O)[O-] | 89 | / | 8 | 45 | 85 | 0 | / | 2 | 5
O=C(Nc1ccc(F)cc1)C1=CC(=O)N2CCN=C2S1 | 107 | -0.2 | 8 | -1 | 103 | 0 | 1 | 7 | -5
CCN(c1ccccc1)S(=O)(=O)c1ccc(C(=O)NCC(c2cccs2)N(C)C)cc1 (centres undefined) | 101 | -0.4 | 0 | 10 | 96 | 0 | 6 | 8 | 4
CCCCCC(=O)N1CCCC1 | 96 | 1.5 | / | 9 | 94 | 4 | / | / | /
COC(=O)[C@]1(C)N[C@H](CN(C)C(=O)c2ccc(C)cc2)[C@@H]2C(=O)N(C)C(=O)[C@@H]21 | 90 | / | / | 26 | 90 | 2 | / | / | -2
O=C(CCc1ccccc1)Nc1nnc(-c2ccc3c(c2)OCCO3)o1 | 102 | -0.9 | 1 | 3 | 100 | 0 | -1 | 3 | 6
COc1ccc(-c2oc3ncnc(NCCN4CCOCC4)c3c2-c2ccc(OC)cc2)cc1 | 97 | 0.6 | 8 | 9 | / | 0 | 3 | 6 | -1
CC(=O)c1cccc(OCc2cc(C(=O)N3C[C@@H](C)O[C@@H](C)C3)no2)c1 | 105 | 0.7 | -4 | -9 | 109 | 3 | 0 | 3 | 6
COC(=O)Cc1ccc(NC(=S)NNC(=O)c2ccccc2Br)cc1 | 103 | -2.9 | 14 | 0 | 103 | 2 | 1 | 10 | 7
Cc1cc(NC(=O)CSc2nc3c(cnn3-c3cccc(Cl)c3)c(=O)[nH]2)no1 | 106 | / | / | 8 | 101 | 0 | / | / | 7
Clc1cccc(/C=N/N2CCN(Cc3ccccc3)CC2)c1 | 107 | 3.0 | -6 | 11 | 106 | 0 | 4 | 8 | 17
Cc1ccc(S(=O)(=O)CC2CSc3nc(N)cc(=O)n32)cc1 (centres undefined) | 103 | 1.4 | 6 | -4 | 115 | 0 | 2 | 2 | 3
Cc1noc(C)c1C(=O)NCCc1ccccc1 | 86 | -0.2 | -2 | 2 | 86 | 2 | -1 | -2 | 2
CCc1ccc2c(c1)cc(CN(C(=S)Nc1ccccc1)C1CC1)c1nnnn12 | 95 | 1.0 | 8 | -5 | 99 | 0 | 4 | 5 | 4
O=C(NC(=S)Nc1ccc(Br)cn1)c1cccs1 | ? | -1.3 | 16 | 3 | ? | 1 | 1 | 6 | 5
O=C(OCC(=O)N1CCC(Cc2ccccc2)CC1)c1ccccc1 | 104 | 1.2 | 2 | -1 | 105 | 0 | 0 | 4 | 0
O=C(NC1CCCCC1)C12CC3CC(CC(Cl)(C3)C1)C2 | / | 0.1 | 4 | 12 | / | 0 | -1 | 1 | 7
O=C(COc1coc(CN2CCc3ccccc32)cc1=O)NCCc1ccccc1 | 118 | 1.8 | 2 | 2 | 112 | 1 | 2 | 0 | 6
Cc1cccc(C)c1OCC(=O)Nn1c(=O)[nH]c2ccccc2c1=O | 108 | 1.2 | 12 | 13 | 105 | 2 | -4 | -3 | 10
NC(=O)c1nc[nH]c1C(=O)Nc1cccc(NC(=O)c2cccc(C(F)(F)F)c2)c1 | 94 | / | / | -3 | 92 | 2 | / | / | 4
Cc1ccc(S(=O)(=O)N2CC(C)N(C(=O)N3CCOCC3)C2)cc1 (centres undefined) | 104 | 5.4 | 2 | -14 | 111 | 0 | 4 | 6 | 5
CN1CCN(c2ccc(Cl)cc2NC(=O)C2COc3ccccc3O2)CC1 (centres undefined) | / | 1.7 | 0 | 15 | 86 | 4 | 1 | -3 | -1
CCCn1c(C2CCCN2c2nc(-c3cccc(Br)c3)cs2)nc2cc(Cl)c(Cl)cc21 (centres undefined) | 92 | -0.2 | 2 | 1 | 93 | 0 | -4 | 0 | -8
Cc1cccc(NC(=O)CSCC(=O)Nc2cc(S(=O)(=O)N3CCOCC3)ccc2OC(C)C)c1 | 103 | -0.4 | -4 | 2 | 100 | 2 | 0 | 1 | 4
C=CCNS(=O)(=O)CC12CCC(CC1=O)C2(C)C (centres undefined) | 102 | 1.5 | -2 | 10 | 105 | 0 | -1 | 2 | 4
Cc1ccc(-c2nnn(CC(=O)N(c3cccc(F)c3)C(C(=O)NC(C)(C)C)c3ccco3)n2)o1 (centres undefined) | 106 | -2.2 | -8 | 15 | 93 | 1 | -2 | -4 | 0
CC1CCC(=C(C#N)C(=O)Nc2cccc(Cl)c2)CC1 (centres undefined) | 98 | -2.2 | 2 | 18 | 97 | 3 | -2 | 2 | -4
Cc1ccc(-c2nc(NC(=O)c3ccc(S(=O)(=O)N(CCC#N)CCC#N)cc3)sc2-c2ccccc2)cc1 | 111 | -0.9 | 4 | 0 | 111 | 0 | 0 | 8 | 3
CNC1=CC(=O)CC(c2ccccc2)C1 (centres undefined) | 96 | -0.5 | 1 | 5 | 84 | 4 | -2 | 3 | 0
CCOC(=O)Cn1cnc2c(cnn2-c2ccc(OC)cc2)c1=O | 104 | -1.3 | -5 | 11 | 103 | 0 | 1 | -1 | 3
COc1nccnc1NS(=O)(=O)c1ccc(NC(=S)NC(=O)c2ccc(F)cc2)cc1 | 102 | -1.8 | 5 | 8 | 104 | 0 | 8 | 3 | 4
O=C(Nc1c[nH]c(=O)[nH]c1=O)c1ccccc1Br | 105 | 3.0 | -3 | 9 | 111 | 0 | 0 | 7 | 0
CCN1CCN(C(=O)CN(c2ccc(F)c(Cl)c2)S(C)(=O)=O)CC1 | 99 | -1.7 | 4 | -13 | 100 | 0 | 2 | 3 | -5
CCCCn1c(N)c(N(CC(C)C)C(=O)COC(=O)Cc2cccc(OC)c2)c(=O)[nH]c1=O | 100 | 0.3 | -5 | 4 | 92 | 0 | 2 | -4 | 6
Nn1c(SCC(=O)Nc2ccc3c(c2)OCO3)nncc1=O | 95 | -2.3 | 3 | 7 | 100 | 0 | -2 | -1 | 3
Cc1ccc(S(=O)(=O)N2CCOCC2)cc1NC(=O)CSc1ccc(Cl)cc1 | 108 | 3.4 | -2 | -3 | 105 | 0 | 2 | -2 | 6
O=C(/C=C/c1ccc(F)cc1)N1CCCc2ccccc21 | 99 | 0.6 | -2 | -6 | 88 | 28 | 0 | -1 | 0
COc1cccc(OC)c1NC(=O)C1CCCN1C(=O)NCc1ccccc1 (centres undefined) | 99 | 2.5 | 4 | -2 | 100 | 0 | 2 | 2 | 1
CC(C)(C)C(=O)Nc1ccnn1C1CCN(C(=O)c2cccc(Cl)c2)CC1 | 99 | -1.8 | -5 | -10 | 95 | 4 | -2 | -2 | 11
CC(=O)Nc1ccc2nc(NC(=O)c3ccc([N+](=O)[O-])o3)sc2c1 | 107 | 1.3 | 9 | -2 | 84 | 6 | 6 | -1 | -2
O=C(C[C@H]1C(=O)N(c2ccc(F)c(F)c2)C[C@@H]1Cc1ccccc1)Nc1ccccc1 | 82 | 2.4 | -5 | -9 | 85 | 2 | -7 | 3 | 1
COc1ccccc1N1CCN(S(=O)(=O)CCNC(=O)c2cc(OC)c(OC)c(OC)c2)CC1 | 99 | -1.7 | -3 | 1 | 100 | 0 | -1 | 1 | 2
O=C(C1CCCN1S(=O)(=O)c1ccc(Cl)c(Cl)c1)N1CCOCC1 (centres undefined) | 101 | 0.3 | 2 | -7 | 111 | 0 | 2 | 4 | -8
CC(=O)Nc1ccc(S(=O)(=O)N(CCCN2CCOCC2)Cc2cccs2)cc1 | 99 | -2.5 | -4 | 14 | 95 | 0 | -2 | -1 | -1
O=C(Nc1nccs1)c1cc(Cl)ccc1[N+](=O)[O-] | 101 | 2.7 | -4 | -11 | 96 | 0 | -4 | 0 | -5
COCCn1c(SCc2ccc(C(=O)OC)o2)nnc1-c1c[nH]c2ccccc12 | 88 | -1.0 | -4 | 4 | 87 | 1 | 5 | -4 | 11
NS(=O)(=O)c1ccc(NC(=O)COC(=O)CSc2n[nH]c(-c3ccccc3)n2)cc1 | 99 | 2.3 | -27 | 9 | 102 | 1 | -4 | -25 | -4
Cc1ccc(NC(=S)N2CCC(NC(=O)C3CCCCC3)CC2)cc1C | 97 | 1.8 | 5 | -7 | 108 | 0 | 0 | 4 | 0
CN(Cc1nc(-c2ccc(Cl)cc2)no1)C(=O)c1ccco1 | 99 | -0.7 | 1 | 6 | 99 | 2 | -3 | 0 | 2
CCOC(=O)C1=C(C)N(C)C(=S)N(C)C1c1ccc(OC)cc1 (centres undefined) | 98 | -0.8 | -1 | 6 | 90 | 3 | -2 | 2 | -1
Cc1cc(C)nc(N2CCN(c3ccc(F)cc3)CC2)n1 | 99 | 1.3 | / | -5 | 100 | 0 | / | / | /
O=C1c2oc3ccc(Cl)cc3c(=O)c2C(c2cccc(Br)c2)N1CCO (centres undefined) | 101 | 2.9 | 6 | 1 | 103 | 0 | -6 | 6 | 2
Cc1ccc(/C=N/NC(=O)NN(C)c2ncc(C(F)(F)F)cc2Cl)cc1 | 99 | 0.5 | 5 | 8 | 109 | 2 | 5 | 5 | 0
CCC(C)Sc1nc2c(c(=O)[nH]c(=O)n2C)n1CC(O)COc1ccccc1C (centres undefined) | 102 | -0.7 | -3 | -7 | 95 | 0 | 1 | 1 | -3
CCN(CC)C(=S)SSC(=S)N(CC)CC | 76 | 4.3 | -3 | 11 | 68 | 1 | -2 | 6 | 14

Further records follow.
SMILES | AGP1-GFP MLPCN | MEX-5 binding | MCL1-BIM inh | VLA-4 inh | CIT2 TOR yeast | GRK2 inh | Fam108B inh | BCLXL inh | GLD-1 TGE inh
COc1ccccc1CNC(=O)CC1Sc2ccccc2NC1=O (centres undefined) | 96 | -1.3 | -1 | -10 | 97 | 0 | -5 | 1 | 0
O=C(NNC(=O)C1CCC1)c1ccc(Cl)cc1 | 75[may fluoresce red] | -0.7 | 9 | 2 | 93[may fluoresce red] | 2 | 2 | 3 | 4
CC1(C)NC(=O)N(CC(O)CN2C(=O)NC(C)(C)C2=O)C1=O | 105 | 0.0 | 3 | -19 | 108 | 1 | 2 | 3 | 2
O=C(O)c1cc(-c2ccc3c(c2)OCCO3)n[nH]1 | 104 | 0.5 | -4 | 2 | 102 | 1 | 0 | -3 | -4
Cc1ccc(S(=O)(=O)CC(=O)NCc2ccc(Cl)cc2)cc1 | 104 | / | -5 | 8 | 98 | 3 | / | -2 | 4

Bioassay records deposited in PubChem BioAssay by several laboratories.
